Screens: PubChem, The Scripps Research Institute Molecular Screening Center
CHO-K1 Ca antag: nonselective inhibitor or artifact in parental CHO-K1 cells; ATP-induced calcium, Fluo-8 fluorescence; inhibition, % at 3 µM; actives 0.6% (n = 360,000); AID 602250;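 active = inhibition above a per-plate cutoff, the plate's mean sample inhibition plus 3 SD, cut at about 24% in these data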;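 note: 0% = DMSO plus EC80 ATP and 100% = DMSO alone without ATP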
OXTR potentiator: human OXTR potentiation | P30559 | AID 2445 | activation, % at 3 µM | actives 0.061% (n = 320,000) | CHO-OTR cells, Fluo-8 calcium fluorescence, potentiator mode; 0% = oxytocin EC15, 100% = EC100;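 active = activation above that plate's cutoff, the mean activation of tested compounds plus 3 SD, cut at about 6.6% in these data, passing the limit was not always enough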;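 note: 100% uses oxytocin at 75 nM as the full agonist control; some results filed as inactive read as strong as hits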
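System: human OTR in CHO cells / Also added: sub-maximal oxytocin, roughly EC15 / Control set: EC15 oxytocin low, 75 nM oxytocin high / Schedule: 6 min compound pre-incubation at room temperature, 100 s kinetic read / Compound: single-point 3.0 µM / Replication: singlicate / Technique: Fluo-8 calcium dye fluorescence / Read-out basis: % activation of max/min ratio relative to oxytocin controls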
TAAR1 antagonist: antagonists of human TAAR1 | Q96RJ0 | CHO RD-HGA16 TAAR1, Fluo-8 calcium fluorescence, antagonist | inhibition, % at 3 µM | actives 1.5% (n = 360,000) | AID 624466;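 active = inhibition above a per-plate cutoff, the mean inhibition of test compounds on that plate plus 3 SD, cut at about 49% in these data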;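 note: 0% = DMSO plus EC80 beta-PEA response and 100% = DMSO alone without agonist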
Target sequence (Q96RJ0 whole entry, looked up): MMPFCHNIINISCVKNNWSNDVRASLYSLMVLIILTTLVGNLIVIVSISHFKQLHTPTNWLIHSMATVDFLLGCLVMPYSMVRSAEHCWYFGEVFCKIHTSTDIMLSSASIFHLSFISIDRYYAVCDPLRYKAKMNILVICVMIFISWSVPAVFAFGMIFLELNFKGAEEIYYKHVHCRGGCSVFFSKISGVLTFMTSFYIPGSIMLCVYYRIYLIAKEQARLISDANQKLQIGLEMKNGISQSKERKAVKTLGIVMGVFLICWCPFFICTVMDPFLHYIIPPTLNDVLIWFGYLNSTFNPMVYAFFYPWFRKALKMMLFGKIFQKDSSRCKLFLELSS
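System: RD-HGA16 CHO cells with stable hTAAR1 and Gα16 | Probe or stimulus: EC80 β-phenethylamine stimulus | Dosing: 3 µM, single point | Times: Dye loading 75 min at 37 °C, then 30 min room temperature | Measured by: Fluo-8 calcium-sensitive fluorescence | Read-out basis: % inhibition of agonist calcium response | Replicates: n of 1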
CHRM1 antagonist: human CHRM1 antagonism | actives 1.3% (n = 360,000) | P11229 | AID 588852 | CHO-K1 hM1, Fluo-8 calcium fluorescence, ACh EC80 antagonist | inhibition, % at 3 µM;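 active = percent inhibition above its own plate's cutoff, namely the mean of that plate's compound wells plus 3 SD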;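 note: peak over basal fluorescence ratio during 140 s after agonist addition; 0% = ACh EC80 plus DMSO and 100% = DMSO alone without agonist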
Target sequence (P11229 whole entry, looked up): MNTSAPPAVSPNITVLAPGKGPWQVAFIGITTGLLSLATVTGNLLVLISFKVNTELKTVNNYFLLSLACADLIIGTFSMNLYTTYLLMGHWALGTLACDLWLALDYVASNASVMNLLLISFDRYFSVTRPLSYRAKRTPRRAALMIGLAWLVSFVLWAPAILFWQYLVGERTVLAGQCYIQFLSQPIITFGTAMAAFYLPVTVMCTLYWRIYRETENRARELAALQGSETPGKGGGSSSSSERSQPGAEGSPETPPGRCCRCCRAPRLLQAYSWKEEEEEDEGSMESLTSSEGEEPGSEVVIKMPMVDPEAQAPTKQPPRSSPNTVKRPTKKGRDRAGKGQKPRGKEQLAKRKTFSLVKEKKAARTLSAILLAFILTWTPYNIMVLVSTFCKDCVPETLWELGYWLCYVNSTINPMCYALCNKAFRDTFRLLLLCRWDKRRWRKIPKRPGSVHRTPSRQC
M1 PAM parental: M1 PAM counterscreen hit in parental CHO-K1 cells. ATP EC20, Fluo-8 calcium fluorescence; 0% at ATP EC20, 100% at ATP max. activation, % at 3 µM. actives 0.02% (n = 360,000);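 active = activation above the run cutoff, the mean activation of all test compounds plus 3 SD, cut at about 40% in these data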;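 note: peak over basal fluorescence ratio in a 140 s read after ATP addition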
CHO-K1 Ca ag: M1 agonist counterscreen hit in parental CHO-K1 cells. Fluo-8 calcium fluorescence; scaled to maximal ATP response, vehicle zero. activation, % at 3 µM. actives 0.48% (n = 360,000); in the data active = activation above about 15%;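 note: untransfected CHO-K1 host cells lacking M1 receptor as counterscreen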
TAAR1 ag: agonists of human TAAR1 | Q96RJ0 | CHO RD-HGA16 TAAR1, Fluo-8 calcium fluorescence; vehicle wells 0%, saturating PEA agonist 100% | activation, % at 3 µM | actives 0.99% (n = 360,000) | AID 624467;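 active = activation above the mean activation of all test compounds in the run plus 3 SD, cut at about 38% in these data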
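Signal – calcium-sensitive Fluo-8 signal, excitation 470-495, emission 515-575 nm · System – RD-HGA16 (CHO) cells co-expressing Gα16 and hTAAR1 · Incubation – 17-24 h seeding, 75 min 37 °C dye, 30 min RT · Compound dosing – 3 µM single concentration · Repeats – no replicates (n 1)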
CHO parental Ca: counter-screen for OX1R antagonists: effect in parental CHO cells; inhibition, % at 5.6 µM; actives 0.63% (n = 330,000); parental CHO-K1, ATP-induced calcium, Fluo-8 fluorescence;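 active = inhibition above that plate's mean sample inhibition plus 3 SD, cut at about 26% in these data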;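 note: 0% = ATP-challenged DMSO wells and 100% = DMSO wells without ATP; some compounds past the cut are filed as inactive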
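Material: parental CHO cells / Compound: single nominal dose of 5.6 µM per compound / Signal: Fluo-8 fluorescence / Replicates: singlicate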
CHRM1 agonist: human M1 muscarinic receptor agonism; P11229; activation, % at 3 µM; CHO-K1 hM1, Fluo-8 calcium fluorescence, agonist mode; 0% DMSO, 100% acetylcholine EC100; AID 588814; actives 0.33% (n = 360,000);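 active = activation above the run's mean compound activation plus 3 SD, cut at about 16% in these data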;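 note: peak over basal fluorescence ratio within a 140 s kinetic read after compound addition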
Starred values were filed as active, the others as inactive; / = no result given; & = joins results of further samples.

Values run as follows: CHO-K1 Ca antag	OXTR potentiator	TAAR1 antagonist	CHRM1 antagonist	M1 PAM parental	CHO-K1 Ca ag	TAAR1 ag	CHO parental Ca	CHRM1 agonist
#1 O=C(COc1ccc(S(=O)(=O)N2CCOCC2)cc1)NCc1ccco1
  2	-4	1	-3	-8	1.4	0	4	-1
#2 O=C(Nc1cc2c(cc1Cl)OCCO2)c1ccco1
  15	3	10	-12	-7	-0.2	1	-18	0
#3 CC(Sc1n[nH]c(N)n1)c1nc2scc(-c3cccs3)c2c(=O)[nH]1 (stereo not given)
  7	-5	-5	6	3	1.4	3	-9	-2
#4 CCOC(=O)c1ccc(CNC(=O)Cn2nnc(-c3cccc(C)c3)n2)o1
  -10	-11	/	-4	7	1.3	/	-11	-5
#5 Cc1cc(C(=O)COc2ccc([N+](=O)[O-])cc2)c(C)n1C1CC1
  8	-7	-5	-3	-23	0.1	1	-11	-4
#6 O=CN1CCN(C(=O)CN2C(=O)c3ccccc3C2=O)CC1
  -4	2	1	-31	15	0.2	0	-4	-1
#7 O=C(CN(Cc1ccco1)C(=O)CCC(=O)Nc1ccccn1)NCCc1ccccc1
  -13	-7	-2	-30	4	0.5	8	-6	0
#8 Cc1cc(C)c(NC(=O)c2ccc3c(c2)C(=O)N(Cc2cccnc2)C3=O)c(C)c1
  -8	2	-19	-5	12	2.1	3	-12	-2
#9 C/C(N)=C(/C#N)C(=O)COC(=O)C(NS(=O)(=O)c1ccc(Cl)cc1)C(C)O (stereo not given)
  -3&-2	-15	-4&-6	-6&-12	-9&13	-0.7&0.2	2&6	-12	3&-2
#10 Cc1cc(NC(=O)c2nn(C)c(C)c2Br)no1
  -5	-7	-5	9	-20	0.3	2	-4	-2
#11 CCOC(=O)c1c(N)sc2c1CCC(CC)C2 (stereo not given)
  14	-2	3	4	-8	-0.8	-5	-25	-1
#12 Cc1ccccc1NC(=S)NC1CCCC1
  -12	2	-5	-17	24	1.9	8	-9	-6
#13 Cc1cc(F)ccc1C(O)c1ncc(-c2ccccc2)[nH]1 (stereo not given)
  -9	/	-27	-12	8	0.5	18	/	0
#14 O=C(O)CCC(NC(=O)c1cncc(O)c1)C(=O)O (stereo not given)
  -10	2	15	0	10	0.2	4	3	-3
#15 CCN(CC)c1ccc(S(=O)(=O)N2CCOCC2)cc1NS(C)(=O)=O
  -6	-27	11	-5	16	2.6	8	-13	-7

Whole records as entered above.
Listed for O=CN1CCN(C(=O)CN2C(=O)c3ccccc3C2=O)CC1 = CHO-K1 Ca antag = -4; OXTR potentiator = 2; TAAR1 antagonist = 1; CHRM1 antagonist = -31; M1 PAM parental = 15; CHO-K1 Ca ag = 0.2; TAAR1 ag = 0; CHO parental Ca = -4; CHRM1 agonist = -1
Listed for O=C(Nc1cc2c(cc1Cl)OCCO2)c1ccco1 = CHO-K1 Ca antag = 15; OXTR potentiator = 3; TAAR1 antagonist = 10; CHRM1 antagonist = -12; M1 PAM parental = -7; CHO-K1 Ca ag = -0.2; TAAR1 ag = 1; CHO parental Ca = -18; CHRM1 agonist = 0

The list continues:
Values run as follows: CHO-K1 Ca antag	OXTR potentiator	TAAR1 antagonist	CHRM1 antagonist	M1 PAM parental	CHO-K1 Ca ag	TAAR1 ag	CHO parental Ca	CHRM1 agonist
#16 CCCCCCc1ccc(N2C[C@H](C)[C@@H](CC(=O)NCc3ccccc3)C2=O)cc1
  -15	-1	25	9	9	0.1	8	-32	-5
#17 CCc1nc2c(OCCc3cccc(OC)c3)cccn2c1N(C)C(=O)c1cccs1
  -11	/	-17	1	3	0.8	6	/	6
#18 O=C(Nc1nccs1)c1ccc(Br)c(S(=O)(=O)N2CCOCC2)c1
  1	-4	11	3	0	2.3	8	-10	-2
#19 Cn1cc(CNC(=O)c2ccc(OC3CCN(Cc4ccccn4)CC3)cc2)cn1
  1	-8	-16	-3	3	0.7	1	-3	-5
#20 CC(C)(C)c1ccc(/C=N/NC(=O)CN2CCS(=O)(=O)CC2)cc1
  3	1	-12	-16	6	0.4	2	-7	-1
#21 O=C(CS(=O)(=O)c1c[nH]c2ccccc12)Nc1ccc(F)cc1
  3	-5	11	-2	9	1.3	1	-12	0
#22 COC(=O)c1c(NC(NC(=O)CC(C)C)C(Cl)(Cl)Cl)sc2c1CCC2 (stereo not given)
  -17	-13	-13	4	7	-0.6	-2	-22	-9
#23 CCOc1ccccc1NC(=O)c1cc(C(=O)c2cc(Br)ccc2O)coc1=N
  17	-11	27	0	-8	-0.1	15	-10	9
#24 Oc1cc(Cl)cc(Cl)c1Cl
  -14	-10	6	-4	1	5.3	9	-8	1
#25 CCOc1ccc(S(=O)(=O)N2CCOCC2)cc1NC(=O)C1CSC2(C)CCC(=O)N12 (stereo not given)
  6	-9	7	2	-15	0.6	3	-13	-4
#26 C=CCCC(=O)N1C[C@H]2CON(C)[C@H]2C[C@H]1c1ccc(-n2ccnc2)cc1
  1	/	2	-11	7	0.2	-1	/	-7
#27 CCC1Cc2c(nc(N)c3c(N)nc(N4CCOCC4)c(C#N)c23)O1 (stereo not given)
  -3	3	-10	-1	7	-0.3	-2	-8	-4
#28 CSc1ccc(/C=C/C(=O)OCC(=O)NC2CCCCCC2)cc1
  -6	/	-28	-2	1	2.5	2	/	-4
#29 CCN(c1ccc(OC)cc1)S(=O)(=O)c1csc(C(N)=O)c1
  1	-13	0	-7	-6	0.5	0	4	-3
#30 CCCCn1c(SCC(N)=O)nc2sc3c(c2c1=O)CCC3
  18	-11	-24	-7	-6	-0.3	3	14	3
#31 CCOc1ccc2nc(NCCNC(=O)C3CC3)c(C)cc2c1
  -7	-4	9	-18	15	-0.1	2	-4	-5
#32 CC(C)NC(=O)C(C)n1cccc1C(=O)c1ccccc1 (stereo not given)
  -11	-4	10	-21	25	0.6	6	-15	-3
#33 Cc1cc(=O)c2c(o1)C(=O)c1occc1C2=O
  -11	/	-18	-19	-9	0.3	0	/	-2
#34 CCN(CC)c1ccc(N=Nc2nn(C)c(C)c2[N+](=O)[O-])cc1
  -2	-4	-22	-4	14	0.9	-3	-15	-8
#35 CCOC(=O)c1c(NC(=S)Nc2ccc(OC)cc2)sc2c1CCC2
  2	-7	-40	7	1	0.1	0	-32	-5
#36 CC1=C(C(N)=O)C(c2sccc2C)n2nnnc2N1 (stereo not given)
  -4	-6	1	-27	19	0.0	2	0	0
#37 CC1(C)CC(=O)N(CC(=O)NCc2ccc(F)cc2)c2ccccc2S1(=O)=O
  13	-3	-11	23	-3	0.0	1	-19	-2
#38 COc1ccc(OC)c(NC(=O)CCNC(=O)Cn2cnc3ccccc3c2=O)c1
  -14	-3	-27	-11	14	1.3	7	-11	-6
#39 CCOC(=O)c1ccc(NC(=S)N2CCN(Cc3ccccc3)CC2)cc1
  3	-6	-26	4	-7	0.1	6	-17	-6
#40 C=CCc1ccc(OCC(O)COCC)c(OC)c1 (stereo not given)
  -7	8	3	-6	12	0.1	3	-8	-2
#41 CS(=O)(=O)c1ccc2nc(NC(=O)c3cccc(NS(=O)(=O)c4ccc(F)c(F)c4)c3)sc2c1
  8	-8	52*	19	0	2.6	6	-4	-11
#42 Cc1ccccc1/C=C1\SC(=S)N(/N=C/c2cc([N+](=O)[O-])ccc2O)C1=O
  -11	-12	11	-6	23	2.8	4	-1	-6
#43 O=C1CC/C=C\C[C@@H](CC(=O)N(CCO)Cc2ccccc2)C(=O)NCCO1
  -1	-7	1	0	2	-0.5	6	-13	-1
#44 O=C(NNC(=O)c1ccc(NC(=O)c2ccccc2)cc1)c1ccccc1
  -5	-3	16	-10	11	0.3	61*	-3	-4
#45 O=C(COC(=O)/C=C/c1ccc([N+](=O)[O-])cc1)Nc1ccc(F)cc1
  -5	-3	9	-6	22	4.1	7	8	-2

46. Cc1csc2nc(COC(=O)CNC(=O)c3ccc(Cl)cc3)cc(=O)n12
47. COc1nccnc1NS(=O)(=O)c1ccc(N=Cc2c(C)[nH]n(-c3ccc(C)c(C)c3)c2=O)cc1
48. CCOCC(=O)Nc1nnc(SCCOC)s1
49. Cc1ccc2c(c1)-c1[nH]c(=S)ncc1CS2
50. Cc1ccc(C(=O)NC(C)c2ccccc2)o1 (stereo not given)
51. CCc1ccc(-c2nc(CCl)cs2)cc1
52. NC(=O)CC(NC(=O)c1ccccc1)c1ccc(NCCc2ccc(Cl)cc2)c([N+](=O)[O-])c1 (stereo not given)

| Assay by compound | 46 | 47 | 48 | 49 | 50 | 51 | 52 |
| --- | --- | --- | --- | --- | --- | --- | --- |
| CHO-K1 Ca antag | -15 | -19 | -9 | -10 | -4 | -6 | -10 |
| OXTR potentiator | 4 | -5 | 1 | -1 | -4 | 3 | -5 |
| TAAR1 antagonist | -18 | 2 | 0 | -5 | 7 | -4 | 16 |
| CHRM1 antagonist | -8 | -7 | -3 | -1 | -2 | 8 | 10 |
| M1 PAM parental | 22 | 18 | 8 | 18 | 14 | 3 | 16 |
| CHO-K1 Ca ag | 0.0 | 0.5 | -0.1 | 5.7 | 0.7 | -0.5 | 0.3 |
| TAAR1 ag | 15 | -1 | 3 | 3 | 0 | -2 | 10 |
| CHO parental Ca | -23 | 1 | -5 | -11 | -2 | -9 | -5 |
| CHRM1 agonist | -5 | -4 | -2 | -2 | -5 | -10 | -4 |
